Screens: PubChem BioAssay, The Scripps Research Institute Molecular Screening Center
MITF primary = MITF inhibitors, primary screen, biochemical, AlphaScreen, human | AID 1259374, 2018 | Microphthalmia-associated transcription factor (Homo sapiens), O75030 | AlphaScreen MITF homodimerization, bead proximity signal | inhibition, % at 2.6 µM | 650,000 tested, 0.91% active; in the data active means inhibition above about 50%;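 further: 0% = vehicle wells with protein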
Target sequence (O75030 whole entry, looked up): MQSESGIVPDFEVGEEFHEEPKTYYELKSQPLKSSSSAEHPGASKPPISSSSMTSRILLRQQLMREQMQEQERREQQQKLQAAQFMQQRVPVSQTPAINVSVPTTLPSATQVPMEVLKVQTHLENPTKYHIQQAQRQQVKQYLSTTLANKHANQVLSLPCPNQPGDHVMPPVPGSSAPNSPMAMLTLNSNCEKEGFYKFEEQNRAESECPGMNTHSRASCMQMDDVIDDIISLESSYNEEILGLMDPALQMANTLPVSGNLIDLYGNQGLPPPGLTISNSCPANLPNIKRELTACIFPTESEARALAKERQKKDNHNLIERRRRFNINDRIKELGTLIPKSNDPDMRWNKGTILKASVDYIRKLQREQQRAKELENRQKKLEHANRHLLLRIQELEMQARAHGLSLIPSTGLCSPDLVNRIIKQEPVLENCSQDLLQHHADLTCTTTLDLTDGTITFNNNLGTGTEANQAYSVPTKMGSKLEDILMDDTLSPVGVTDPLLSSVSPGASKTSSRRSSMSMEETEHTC
FBW7 activator = FBW7 E3 ligase activators, primary screen, biochemical, AlphaScreen, human. F-box/WD repeat-containing protein 7 (Homo sapiens), Q969H0. AlphaScreen FBW7–phospho-cyclin E peptide binding, activator screen. normalized activity (activation), % at 26.1 µM. 650,000 tested, 0.13% active. AID 1259310, 2017; in the data active means normalized activity above about 1.9%;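 further: purified mutant Fbw7 with reduced substrate affinity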
TEAD-YAP inh = TEAD-YAP interaction inhibition, primary screen, TEAD-YAP interaction inhibitor project, luminescence, HEK-TIYL cells; TEAD-Gal4/YAP UAS-luciferase luminescence; inhibition, % at 9.12 µM; 640,000 tested, 1.4% active; AID 1259422, 2018; in the data active means inhibition above about 32%;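 further: 0% = median of test compound wells and 100% = reference inhibitor wells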
GPR151 activ = activators of human GPR151, primary screen, cell-based, PathHunter beta-arrestin, luminescence; G-protein coupled receptor 151 (Homo sapiens), Q8TDV0; PathHunter beta-arrestin GPR151 cells; activation, % at 11.2 µM; 650,000 tested, 1% active; AID 1508602, 2020; in the data active means activation above about 4.9%;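 further: 0% = median of compound wells and 100% = cells with positive control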
Target sequence (Q8TDV0 whole entry, looked up): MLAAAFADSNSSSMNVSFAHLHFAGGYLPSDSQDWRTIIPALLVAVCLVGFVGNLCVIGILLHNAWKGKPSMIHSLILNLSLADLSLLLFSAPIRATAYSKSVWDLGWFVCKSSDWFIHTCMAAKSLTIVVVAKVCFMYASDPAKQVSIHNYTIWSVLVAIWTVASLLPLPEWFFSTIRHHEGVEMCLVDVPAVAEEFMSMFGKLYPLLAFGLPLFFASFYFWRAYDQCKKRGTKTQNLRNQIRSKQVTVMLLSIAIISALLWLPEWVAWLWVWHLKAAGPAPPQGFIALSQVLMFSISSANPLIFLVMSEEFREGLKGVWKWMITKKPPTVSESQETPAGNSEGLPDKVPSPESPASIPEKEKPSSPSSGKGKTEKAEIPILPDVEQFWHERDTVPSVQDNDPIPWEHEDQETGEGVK
Numbers without * were called inactive; . = not tested or not shown.

cpd	canonical_smiles	MITF primary	FBW7 activator	GPR151 activ	TEAD-YAP inh
1	C=CCNC(=O)CN1CCC(NC(=O)c2ccccc2OC)CC1	8	0.2	-1.4	5
2	NS(=O)(=O)c1ccc(CCNC2CC(=O)N(Cc3ccc4c(c3)OCO4)C2=O)cc1 (stereo not given)	17	0.3	-1.2	10
3	COc1ccccc1/C=N\NC(=O)c1cc(C)oc1C	8	0.1	-3.0	-24
4	O=S(=O)(Nc1ccc(Cl)c(C(F)(F)F)c1)c1cccs1	5	0.3	-1.0	-1
5	OC(CN1CCCC1)Cn1c2ccc(Cl)cc2c2cc(Cl)ccc21 (stereo not given)	22	0.1	-1.6	-10
6	COc1cccc(CN2CCN(C(=O)c3ccc(CN4CCCC4)o3)[C@@H](C)C2)c1	-4	0.0	4.4	12
7	CCSc1nc2ccccc2n1C(=O)/C=C/c1ccc(F)cc1	10	-0.1	-0.1	3
8	Cc1cc(NS(=O)(=O)c2ccccc2)cc(Br)c1O	-4	0.1	0.6	9
9	Cc1nc(CCNC(=O)c2ccccc2Br)cs1	-4	-0.1	-1.4	-17
10	N#Cc1ccccc1CSc1nc(O)cc(=O)[nH]1	12	0.1	-0.5	5
11	CCN(CC)C(=O)CSc1nnc(COc2cccc(C)c2C)n1CC	28	0.0	-0.8	-2
12	O=S(=O)(Cc1ccccc1)c1ccc2ccccc2c1	7	0.1	-1.1	-10
13	COC(=O)c1ccc(OCCOCCOc2cccc3ccc(C)nc23)cc1	7	0.1	-0.9	2
14	O=C(NC1CCCc2ccccc21)c1ccc(CNc2c(N3CCOCC3)c(=O)c2=O)cc1 (stereo not given)	-4	-0.1	4.7	-11
15	C=CCc1cc(C)ccc1OCCCNCCCOC	23	-0.4	0.9	3
16	COc1ccccc1CN1CCNC(=O)C1CC(=O)NCC1(O)CCCCC1 (stereo not given)	5	0.1	1.0	1
17	Cc1coc2cc3oc(=O)c4ccccc4c3cc12	1	0.3	0.3	-33
18	CC(=O)Nn1cc2c(=O)n(C)c(=O)n(C)c2c1	7	-0.1	1.3	3
19	CC1CN(CCC(=O)NCC(C)(C)N2CCOCC2)Cc2cc(Cl)ccc2O1 (stereo not given)	-8	0.0	-0.5	0
20	O=C(O)CCCNc1cc(N2CCC(=O)CC2)c2noc3c2c1C(=O)c1ccccc1-3	50	-0.4	0.7	2
21	CCOc1ccccc1C(=O)N[C@H](C(=O)NC1CCCCC1)C(C)C	-5	0.2	0.9	-12
22	N/C(=N\OC(=O)c1cccnc1)c1ccccc1Cl	10	0.1	-1.3	-41
23	COC(=O)c1ccc(NC(=O)c2cccs2)cc1	9	0.1	-0.1	-35
24	c1cncc(-c2nnc(NCC3CCCO3)s2)c1 (stereo not given)	4	-0.1	2.8	-32
25	COC(=O)c1ccccc1NC(=O)N1CCCC1	-16	-0.1	-0.7	-14
26	Cc1ccc2nc(NC(=O)c3c(-c4ccccc4Cl)noc3C)sc2c1	8	0.0	-0.6	-3
27	Cc1cc(-n2c(C)cc(/C=N/n3cnnc3)c2C)ccc1Br	25	0.5	-1.0	2
28	Cc1ccc(CNC(=O)C(=O)NCc2ccccc2C)cc1	6	0.0	0.2	-2
29	CCCCCCNS(=O)(=O)c1ccc([N+](=O)[O-])cc1	2	-0.4	2.2	11
30	COc1ccc(/C(O)=C2/C(=O)C(=O)N(CCN(C)C)C2c2ccccn2)cc1C (stereo not given)	1	-0.1	-0.8	0
31	Cc1nc2ccccn2c1C(=O)N1CC(C)CC(C)C1 (stereo not given)	8	-0.3	0.1	-3
32	O=C(Nc1ccc(-c2nc3ccccc3o2)c(O)c1)c1ccc(OCc2ccccc2)cc1	-2	-0.1	1.0	-2
33	O=C(COc1ccccc1Br)N1CCCCCC1	14	0.1	-1.4	-1
34	CCn1cc(/C=C(\NC(=O)c2ccccc2)C(=O)NCCCO)c2ccccc21	-9	-0.1	2.2	-6
35	O=c1c2cc3c(cc2[nH]c(=S)n1C1CCCCCC1)OCO3	0	0.0	-0.9	-6
36	COc1ccccc1NC(=O)c1sc2ncn(CC(=O)N3CCCCC3C)c(=O)c2c1C (stereo not given)	1	-0.1	2.6	2
37	CN1CCN(Cc2cc(-c3ccc(F)cc3)ccc2OCC(=O)N2CCSCC2)CC1	2	0.1	2.4	-8
38	O=C(CNc1ccc(Cl)cc1Br)N/N=C/c1ccco1	10	0.0	-0.3	8
39	O=C(CCc1nnc2n(Cc3ccccc3)c(=O)c3ccccc3n12)N1CCCC1	4	-0.1	-0.3	-4
40	Cc1cc(C(F)(F)F)nc(SCC(=O)O)n1	3	0.1	-0.2	-2
41	COc1ccccc1N=C1SC(C(=O)Nc2ccccc2F)CC(=O)N1C (stereo not given)	16	0.2	-1.6	0
42	O=C1NC(c2ccccc2OCc2ccccc2)Nc2sc3c(c21)CCCC3 (stereo not given)	9	0.1	-1.3	-4
43	O=C(C1CC(=O)N(c2ccccc2)C1)N1CCN(C2=NS(=O)(=O)c3ccccc32)CC1 (stereo not given)	-1	-0.3	-1.7	0
44	O=C(Cc1ccccc1)NNC(=O)c1ccccc1C(=O)O	-11	0.0	0.6	-3
45	O=C(Nc1nnc(N2CCCCC2)s1)Nc1ccccc1Br	-2	-0.1	0.4	-23
46	CCOC(=O)C1CCN(S(=O)(=O)c2c(C(C)C)cc(C(C)C)cc2C(C)C)CC1	3	0.2	-0.1	3
47	O=C1CCCN1CCn1cnc2c(NC3CCN(Cc4ccccc4)CC3)nc(Nc3ccc4ncccc4c3)nc21	4	0.2	4.4	-2
48	COc1ccc(NC(=O)CN2C(=O)C3(SCC(=O)N3c3ccc(F)cc3)c3cc(C)ccc32)cc1 (stereo not given)	1	-0.1	-0.4	14
49	O=C(OCc1nc2ccccc2[nH]1)c1ccc([N+](=O)[O-])cc1	20	0.0	-1.6	0
50	COc1ccc(OC)c(C2C3CN(C)CC=C3C(C#N)=C(N)C2(C#N)C#N)c1 (stereo not given)	6	0.2	0.7	1
51	COc1ccc(C(=O)N2CCN(c3nc(-c4ccc(F)cc4)cs3)CC2)cc1	-6	-0.1	-0.4	-6
52	N/C(=N\OC(=O)c1cccs1)c1ccc(I)cc1	14	0.7	-1.0	-66
53	O=C(CC1CCCC1)Nc1cccc(N2CCC(NCC3COCCO3)CC2)c1 (stereo not given)	11	0.5	2.3	7
54	COC(=O)CC[C@H]1CN(Cc2ccccc2Cl)CC[C@H]1N1CCN(C)CC1	-13	1.0	-1.6	-2
55	Cn1c(O)c(N=Nc2ccccn2)c2ccccc21	16	0.0	1.8	-5
56	Cc1ccccc1C(=O)Nc1ccc(-c2nc3ccc(NC(=O)c4ccccc4C)cc3[nH]2)cc1	11	0.0	1.0	76*
57	O=C(O)c1c(CNCc2ccco2)c2ccccc2n1Cc1ccccc1Cl	-2	0.0	1.3	-3
58	O=C(NCc1ccccc1)c1ccc(Cn2nnc3ccccc3c2=O)cc1	-3	0.3	-1.3	13
59	O=C(Nc1ccc2c(c1)CN(C1CCSCC1)CC2)C1CCCO1 (stereo not given)	-7	0.2	0.3	-5
60	COCCOC(=O)N1CCC(C(=O)NC(c2ccc3c(c2)OCO3)c2ccccn2)CC1 (stereo not given)	12	0.2	1.4	-13

The list continues:
cpd	canonical_smiles	MITF primary	FBW7 activator	GPR151 activ	TEAD-YAP inh
61	CCCCOC(=O)c1nc2nc(C)cc(C)n2n1	12	0.2	-0.3	8
62	CN1CCN(C(=S)NC(=O)c2ccccc2Br)CC1	2	-0.1	0.4	-4
63	CC(=O)Nc1ccc2c(c1)CN(C1CCCCC1)CO2	0	0.1	-0.2	-2
64	Cc1ccc(CNC(=O)CCCNS(=O)(=O)c2cccc3nsnc23)cc1	-4	-0.1	0.1	-5
65	O=C(NCCCN1CCCC1=O)c1csc(Nc2ccccn2)n1	15	0.0	-1.9	-11
66	O=C(N/N=C/c1ccccc1O)c1cc(=O)[nH]c2ccccc12	-60	-0.1	0.7	12
67	Cc1nc2ccccn2c1-c1nc(C2CC2)c(C(=O)c2ccc3c(c2)NC(=O)CO3)s1	8	-0.1	-0.1	2
68	CCOCCCNC(=O)C(=O)c1c(C)n(C)c2ccccc12	2	0.0	1.2	-9
69	COC(=O)c1c(C)oc2ccc(OCc3ccccc3C)cc12	2	-0.2	-0.6	-4
70	CCCCN(CC)C(=O)CSc1nc2ccccc2c(=O)n1CCCN1CCCCC1	-15	0.1	1.6	4
71	O=C(/C=C/c1cccc([N+](=O)[O-])c1)Nc1ccccn1	8	0.1	0.3	-18
72	CC1(C)CC(=O)C2=C(C1)Nc1ccc3ncccc3c1C2c1ccccn1 (stereo not given)	8	0.0	-0.5	30
73	CC[n+]1ccn2c(C)ccc2c1C	-2	-0.1	0.8	12
74	COC(=O)c1sccc1NC(=S)Nc1ccccc1	5	0.1	0.1	-2
75	O=C(CCC(=O)N1CCOCC1)NNc1nc2ccccc2c2nc(-c3ccccc3)nn12	-11	-0.1	-0.6	9
76	O=C(c1cccc(N2C(=O)C3C4C=CC(C4)C3C2=O)c1)N1CCCc2ccccc21 (stereo not given)	-15	-0.2	2.1	-6
77	O=c1c2sc(=S)n(Cc3ccccc3)c2nc(SCc2cccc([N+](=O)[O-])c2)n1-c1cccc(Cl)c1	2	-0.2	4.8	-4
78	O=C(NC1CCCC1)C(c1ccc(Cl)cc1)N1CCC2(CC1)OCCO2 (stereo not given)	-7	0.0	-0.6	-2
79	O=C(O)c1cc(-c2ccc(/C=C/c3cc(C(F)(F)F)[nH]c(=O)n3)o2)ccc1Cl	12	0.4	-0.7	-9
80	CCOC(=O)Cc1[nH]nc2c1C(c1ccc(F)cc1)C(C#N)=C(N)O2 (stereo not given)	-8	-0.2	0.1	8
81	CCc1nnc(-c2ccc(NC(=O)COc3ccc(F)cc3)cc2)o1	2	0.1	1.0	2
82	CC(CS(=O)(=O)c1ccccc1[N+](=O)[O-])N1CCCCC1 (stereo not given)	-4	0.0	1.2	-20
83	COc1ccc(-c2csc(NC(=O)c3ccccc3)c2C#N)cc1OC	-6	-0.2	-1.9	-31
84	CSc1nc(-c2ccccc2)nc(N2CCCC2)c1C(C)=O	3	0.0	-1.8	12

Just GPR151 activ, for some of the entries so far:
| entry | Molecule | GPR151 activ |
| --- | --- | --- |
| 82 | CC(CS(=O)(=O)c1ccccc1[N+](=O)[O-])N1CCCCC1 (stereo not given) | 1.2 |
| 83 | COc1ccc(-c2csc(NC(=O)c3ccccc3)c2C#N)cc1OC | -1.9 |

Going on with the list:
cpd	canonical_smiles	MITF primary	FBW7 activator	GPR151 activ	TEAD-YAP inh
85	Cc1ccc(Cn2c(N)nc3ccccc32)cc1	9	-0.1	1.4	5
86	COCCCNCc1c(C(=O)O)n(C)c2ccccc12	6	0.0	1.2	5
87	CCCOc1ccc(C(=O)Nc2ccc3nn(-c4cccc(Cl)c4)nc3c2)cc1	13	-0.3	0.5	4
88	Cc1c(-n2c(CN3C(=O)c4ccccc4C3=O)nc3ccccc3c2=O)c(=O)n(-c2ccccc2)n1C	-3	-0.1	1.0	5
89	OCCNc1ccnc(N2CCCC2CO)n1 (stereo not given)	-3	0.1	0.2	0
90	Cc1cc2c(=O)n(CC(=O)NCCC3=CCCCC3)cnc2s1	12	0.1	-1.2	-20
91	N/C(=C\C(=O)c1ccccc1)C(F)F	1	0.2	-1.8	-71
92	CC(=O)c1c(C)[nH]c(C(=O)CSc2nnc(-c3ccc4c(c3)OCO4)o2)c1C	10	0.2	1.3	7
93	COc1ccc(C(=O)Nc2ccc(-c3nc4cc(C)ccc4o3)cc2)cc1[N+](=O)[O-]	-4	-0.1	0.2	-56
94	COc1cc(Nc2nc3ccc(C(=O)NCc4cccc(C(F)(F)F)c4)cc3s2)cc(OC)c1OC	-3	-0.1	1.8	10
95	COC(=O)C1=C(C(=O)OC)[C@@H]2N(Cc3ccccc3)c3ccccc3[C@@]23C[C@@H](C(=O)OC)N(C(=O)c2cc(C)oc2C)C3=N1	16	0.1	2.1	.
96	COc1cccc(CO)c1OCc1ccccc1F	14	0.1	-0.4	10

Six compounds drawn at random from the list so far, as already listed:
cpd	canonical_smiles	MITF primary	FBW7 activator	GPR151 activ	TEAD-YAP inh
90	Cc1cc2c(=O)n(CC(=O)NCCC3=CCCCC3)cnc2s1	12	0.1	-1.2	-20
86	COCCCNCc1c(C(=O)O)n(C)c2ccccc12	6	0.0	1.2	5
88	Cc1c(-n2c(CN3C(=O)c4ccccc4C3=O)nc3ccccc3c2=O)c(=O)n(-c2ccccc2)n1C	-3	-0.1	1.0	5
89	OCCNc1ccnc(N2CCCC2CO)n1 (stereo not given)	-3	0.1	0.2	0
85	Cc1ccc(Cn2c(N)nc3ccccc32)cc1	9	-0.1	1.4	5
91	N/C(=C\C(=O)c1ccccc1)C(F)F	1	0.2	-1.8	-71

(next part)
cpd	canonical_smiles	MITF primary	FBW7 activator	GPR151 activ	TEAD-YAP inh
97	CCCNc1ccc([N+](=O)[O-])cc1C(=O)NC1CCCCC1	0	0.0	2.3	-4
98	COc1cc(OC)c(S(=O)(=O)Nc2ccccc2N2CCCCC2)cc1NC(C)=O	9	0.0	2.7	6
99	N#Cc1ccc(CSc2nnc(-c3cnccn3)o2)cc1	0	-0.2	-0.5	3
100	CC1CCN(C(=O)c2ccc(CNc3c(N4CCCCC4)c(=O)c3=O)cc2)CC1	0	-0.1	-0.3	6
101	O=C(NCc1nc2ccccc2[nH]1)c1cnc(-c2ccc(N3CCOCC3)nc2)s1	0	0.0	-2.0	-1
